STEP inh = inhibitors of human striatal-enriched phosphatase STEP; P54829; recombinant STEP, OMFP fluorogenic substrate, fluorescence; inhibition, % at 20 µM; actives 0.25% (n = 360,000); AID 588621;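 active means inhibition at 20 µM, scaled per plate between control wells, above about 37%, limit read from the data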;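 further: 0% = DMSO with enzyme and substrate and 100% = substrate only without enzyme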
Target sequence (P54829 whole entry, looked up): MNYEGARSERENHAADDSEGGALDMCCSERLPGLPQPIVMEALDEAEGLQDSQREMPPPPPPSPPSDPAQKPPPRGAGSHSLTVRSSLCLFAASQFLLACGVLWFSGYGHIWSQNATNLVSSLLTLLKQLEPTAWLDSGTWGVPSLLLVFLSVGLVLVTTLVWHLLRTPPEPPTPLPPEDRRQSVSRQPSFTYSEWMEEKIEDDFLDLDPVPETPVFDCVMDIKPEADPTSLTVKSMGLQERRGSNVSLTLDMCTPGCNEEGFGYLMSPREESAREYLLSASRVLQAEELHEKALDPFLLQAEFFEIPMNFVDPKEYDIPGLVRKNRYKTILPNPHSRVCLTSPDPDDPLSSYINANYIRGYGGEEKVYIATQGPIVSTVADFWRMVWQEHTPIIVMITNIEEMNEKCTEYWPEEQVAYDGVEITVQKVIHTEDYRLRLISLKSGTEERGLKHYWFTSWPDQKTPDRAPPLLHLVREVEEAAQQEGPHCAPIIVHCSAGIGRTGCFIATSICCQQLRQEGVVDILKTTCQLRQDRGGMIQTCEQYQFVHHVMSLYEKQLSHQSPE
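material = STEP tyrosine phosphatase | reagent = fluorogenic phosphatase substrate OMFP at 25 µM final | doses = single compound dose of 20 µM, 1% DMSO final | schedule = 20 min reaction, room temperature, in the dark | measured by = fluorescence, 480/540 nm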
TbMetRS inhib = blocks T. brucei methionyl-tRNA synthetase activity; inhibition, % at 11.9 µM; purified T. brucei MetRS, ATP depletion, Kinase-Glo luminescence; actives 0.4% (n = 360,000);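 active means inhibition above a per-plate cutoff of the control wells' mean inhibition plus 3 SD, cut at about 5.5% in these data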;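 further: 0% = DMSO wells median and 100% = median of wells with control inhibitor compound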
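assay system = parasite MetRS enzyme | timing = 15 min preincubation, 2 h reaction, all 25 °C | evaluation = percent inhibition relative to median high and low control wells | medium = HEPES buffer containing pyrophosphatase, BSA, spermine, DTT | compound = single dose, 11.9 µM final nominal, 0.9% final DMSO | detection = Kinase-Glo luminescence, ATP depletion format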
Scp-1 inhibitor = inhibitors of human Scp-1 phosphatase; Q9GZU7; Recombinant Scp1, phosphopeptide, malachite green phosphate absorbance; inhibition, % at 20 µM; actives 0.88% (n = 340,000); AID 493091;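 active means inhibition above about 50% at 20 µM, limit read from the data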;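 further: plate controls were DMSO wells with enzyme for no effect and wells lacking enzyme for full effect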
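Test system: SCP-1 phosphatase catalytic domain, residues 76-261 | Compound dosing: One concentration, 20 µM, with 1.0% DMSO | Schedule: 45 min room-temperature reaction, 5 min colour, 30 min stabiliser | Detection: Absorbance at 630 nm | Read-out basis: % inhibition of SCP-1 phosphate liberation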
CSN inh = inhibitors of human CSN-mediated cullin deneddylation. Q92905. Purified CSN, SCF-Nedd8-OG deneddylation, fluorescence polarization. inhibition, % at 12.5 µM. actives 0.38% (n = 360,000);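 active means pattern-corrected inhibition above about 35%, with an unprinted fluorescence ratio check between 0.5 and 1.5, limit read from the data, passing the limit was not always enough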;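 further: 0% = enzyme with substrate and 100% = substrate without enzyme; some results filed as inactive read as strong as hits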
Target sequence (Q92905 whole entry, looked up, one chain of several): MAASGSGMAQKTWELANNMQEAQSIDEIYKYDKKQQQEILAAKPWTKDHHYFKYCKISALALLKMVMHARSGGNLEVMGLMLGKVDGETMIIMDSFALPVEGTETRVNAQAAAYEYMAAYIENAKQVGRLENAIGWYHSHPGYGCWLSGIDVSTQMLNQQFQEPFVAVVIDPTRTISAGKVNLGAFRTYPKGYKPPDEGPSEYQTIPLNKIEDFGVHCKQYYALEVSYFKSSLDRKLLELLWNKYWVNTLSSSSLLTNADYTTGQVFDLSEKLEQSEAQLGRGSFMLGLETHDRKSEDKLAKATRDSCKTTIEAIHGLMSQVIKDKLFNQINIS
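Assay system: Purified human Csn5 enzyme expressed in HEK293T cells | Amount: Enzyme 0.24 nM | Measured by: Fluorescence polarization readout | Medium: Tris/NaCl/DTT buffer, pH 7.5 | Compound dosing: One concentration, 12.5 µM, 0.25% DMSO | Times: 90 min incubation of compound, enzyme and substrate at room temperature | Control set: no-enzyme wells high, enzyme-with-substrate wells low | Read-out: % inhibition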
DNMT1 inh = inhibitors of human DNMT1 | DNMT1 molecular beacon, Hinp1I cleavage, fluorescence | inhibition (reported as % activation of signal), % at 10 µM | actives 0.83% (n = 360,000) | P26358 | AID 588458; in the data active means inhibition above about 50%
NadD block = blocks S. aureus nicotinate mononucleotide adenylyltransferase; purified NadD enzyme, colorimetric absorbance read-out; inhibition, % at 20 µM; actives 0.78% (n = 360,000); AID 602399; in the data active means inhibition above about 26%; further: some compounds past the cut are filed as inactive
SUMO1 PPI mod = SUMO1-SIM interaction modulation; SUMO1 binding to a labelled peptide, TR-FRET, 1 h; P63165; actives 0.33% (n = 360,000); inhibition, % at 20 µM; in the data active means inhibition above about 37%
Target sequence (P63165 whole entry, looked up): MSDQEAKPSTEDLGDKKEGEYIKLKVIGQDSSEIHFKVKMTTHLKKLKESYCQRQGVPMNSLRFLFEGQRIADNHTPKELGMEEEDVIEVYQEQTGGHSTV
LMPTP inh = blocks human LMPTP phosphatase. P24666. recombinant LMPTP-A, OMFP fluorogenic substrate, fluorescence intensity. inhibition, % at 20 µM. actives 0.22% (n = 360,000). AID 651560;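 active means compounds that cut the enzyme signal by at least half of the control window in the single-dose screen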;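 further: plate controls were DMSO wells with enzyme plus substrate for no effect and substrate without enzyme for full effect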
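Test system: LMPTP-A phosphatase enzyme; input: 0.625 nM LMPTP-A final; reagent: OMFP substrate, 400 µM final; compound dosing: 20 µM single dose, 3% DMSO; incubation: 50 min dark incubation at room temperature; measured by: endpoint fluorescence intensity from OMFP dephosphorylation; measure: % inhibition relative to no-enzyme and uninhibited control wells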
Rpn11 block = Rpn11 (human) deubiquitinase inhibition | AID 588493 | human 26S proteasome, Ub4-pepOG fluorescence polarization; 20S core pre-blocked with epoxomicin | O00487 | calls only at 20 µM | actives 0.59% (n = 360,000);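 active means inhibition at 20 µM, scaled to each plate's controls, above about 33%, limit read from the data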
PABP1 MLLE inh = inhibitors of microRNA-mediated deadenylation, human PABP1 MLLE binding. GST-MLLE / FITC-PAM2 fluorescence polarization. inhibition, % at 20 µM. P11940. actives 0.36% (n = 360,000). AID 588489; in the data active means inhibition above about 35%, passing the limit was not always enough;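 further: plate controls were DMSO wells with GST-MLLE for no effect and wells lacking GST-MLLE protein for full effect; some results filed as inactive read as strong as hits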
Numbers without * were called inactive; i = inactive; · = no result given.

SMILES	STEP inh	TbMetRS inhib	Scp-1 inhibitor	CSN inh	DNMT1 inh	NadD block	SUMO1 PPI mod	LMPTP inh	Rpn11 block	PABP1 MLLE inh
Cc1sc2ncnc(N3CCN(S(=O)(=O)c4ccc(F)cc4)CC3)c2c1C	5	1.0	4	3	0	2	0	3.1	i	2
Cc1cc(C(=O)NNC(=O)c2cccs2)c(C)o1	0	-0.5	4	3	1	1	3	0.2	i	5
O=C(NNC(=S)Nc1cccc(Cl)c1)c1ccccc1	0	0.1	-9	-7	-1	2	0	1.0	i	20
COc1ccc(-n2nc(C(=O)NCC(=O)NCc3ccc(F)cc3)c3ccccc3c2=O)cc1OC	4	-0.2	9	14	13	-3	-47	4.7	i	-14
COC(=O)c1sc(NC(C)=O)c(C(=O)OC)c1C	-1	-0.7	-6	3	-11	4	-3	-0.6	i	23
O=C(CN1CCN(c2ccccc2)CC1)Nc1ccc(-n2cnnn2)cc1	0	-0.8	-4	-1	2	-8	1	0.9	i	8
COc1ccc(OC)c2c1sc(=NC(=O)C(C)(C)C)n2C	2	0.7	-1	2	25	-1	-5	0.0	i	0
c1ccc(OCCN2CCN(Cc3nc(-c4ccc5c(c4)OCO5)no3)CC2)cc1	0	0.1	-1	4	-9	-6	2	0.4	i	15
CCCCN=CC1=C(O)CC(c2ccccc2)CC1=O (stereo not drawn)	8	-0.8	4	3	0	-1	0	-1.6	i	1
CCN(CC)CCNc1nc(SC)nc2sc3c(c12)CCN(C)C3	3	-1.1	1	3	-2	-2	-29	5.4	i	-17
CCC(=O)c1ccc(OCC(O)CNC2CCCC2)cc1 (stereo not drawn)	-1	0.0	0	1	4	-7	7	-2.0	i	0
O=C(N/N=C/c1ccco1)c1cc(-c2ccncc2)nc2ccccc12	4	0.7	10	10	6	11	-13	5.0	i	-4
Nc1nc(N)nc(-c2cc(O)ccc2O)n1	1	0.0	-2	-6	5	-4	0	0.7	i	-1
[O-]C1=N/[N+](=C/c2ccccc2)CC1	0	-0.3	-16	4	-5	-2	-7	-1.5	i	7
O=C(CN1CCCCC1)Nc1cccc(Cl)c1Cl	-1	-1.0	-7	0	0	-1	3	-0.4	i	-4
COc1cccc(C(=O)NCC2CCCN2S(=O)(=O)c2ccccc2)c1 (stereo not drawn)	-2	-0.3	-1	1	-1	0	-2	-0.3	i	12
CN1C(=O)N(CC(=O)Nc2cccc(S(=O)(=O)N(C)c3ccccc3)c2)C(=O)C12CCCCC2	-1	-0.5	-8	2	1	-2	1	-0.3	i	-14
O=Cc1ccccc1Oc1nc(N2CCOCC2)nc(N2CCOCC2)n1	-2	-0.7	-1	2	6	-6	-2	0.1	i	-14
CC1=C(C(=O)N2CCOCC2)C(c2c(F)cccc2F)NC(=O)N1 (stereo not drawn)	5	-0.7	-2	-2	0	2	1	0.5	i	3
CCOc1ccc(NC(=O)CN(C)C(=O)CN2C(=O)C3CCCCC3C2=O)cc1OCC (stereo not drawn)	2	0.1	-6	0	1	4	5	-0.6	i	8
S=C(NCC1CCCCC1)Nc1cccnc1	-6	-0.7	1	0	0	3	2	-1.5	i	14
CCC(=O)c1ccc(OCC(O)CNCc2ccc(F)cc2)cc1 (stereo not drawn)	-1	0.1	-5	0	2	-9	0	-0.4	i	-13
O=C(Nc1cccc(C(=O)NC2CCCCC2)c1)c1ccccc1	0	0.0	-5	-5	-2	-3	-2	0.0	i	8
COc1ccccc1OCCNC(=O)C1CCN(C(C)=O)CC1	-3	0.2	-1	1	2	-2	0	-0.1	i	-6

Reformatted field by field: four of the compounds above.
> CC1=C(C(=O)N2CCOCC2)C(c2c(F)cccc2F)NC(=O)N1 (stereo not drawn)
  STEP inh = 5
  TbMetRS inhib = -0.7
  Scp-1 inhibitor = -2
  CSN inh = -2
  DNMT1 inh = 0
  NadD block = 2
  SUMO1 PPI mod = 1
  LMPTP inh = 0.5
  Rpn11 block = i
  PABP1 MLLE inh = 3

> CCOc1ccc(NC(=O)CN(C)C(=O)CN2C(=O)C3CCCCC3C2=O)cc1OCC (stereo not drawn)
  STEP inh = 2
  TbMetRS inhib = 0.1
  Scp-1 inhibitor = -6
  CSN inh = 0
  DNMT1 inh = 1
  NadD block = 4
  SUMO1 PPI mod = 5
  LMPTP inh = -0.6
  Rpn11 block = i
  PABP1 MLLE inh = 8

> S=C(NCC1CCCCC1)Nc1cccnc1
  STEP inh = -6
  TbMetRS inhib = -0.7
  Scp-1 inhibitor = 1
  CSN inh = 0
  DNMT1 inh = 0
  NadD block = 3
  SUMO1 PPI mod = 2
  LMPTP inh = -1.5
  Rpn11 block = i
  PABP1 MLLE inh = 14

> CCC(=O)c1ccc(OCC(O)CNCc2ccc(F)cc2)cc1 (stereo not drawn)
  STEP inh = -1
  TbMetRS inhib = 0.1
  Scp-1 inhibitor = -5
  CSN inh = 0
  DNMT1 inh = 2
  NadD block = -9
  SUMO1 PPI mod = 0
  LMPTP inh = -0.4
  Rpn11 block = i
  PABP1 MLLE inh = -13

Continued:
SMILES	STEP inh	TbMetRS inhib	Scp-1 inhibitor	CSN inh	DNMT1 inh	NadD block	SUMO1 PPI mod	LMPTP inh	Rpn11 block	PABP1 MLLE inh
CCOC(=O)N1CCN(C2=C(NS(=O)(=O)c3ccccc3)C(=O)c3ccccc3C2=O)CC1	3	0.6	-9	-2	-9	-1	-40	2.4	i	18
CCCCN(CC)CCCNC(=O)C1CCN(c2ncnc3c2sc2cccc(F)c23)CC1	1	-0.5	-6	5	3	-3	1	3.4	i	-2
O=C(C1=C(O)C(=O)N(CCc2ccccc2)C1c1cccnc1)c1ccco1 (stereo not drawn)	-10	-0.2	11	1	-1	11	-12	0.6	i	9
O=C(NCc1ccc2c(c1)OCO2)c1cc(-c2ccccc2)nn1CC1CC(c2cccnc2)=NO1 (stereo not drawn)	-2	-0.2	2	5	0	0	1	1.0	i	2
O=C(CN1CCN(Cc2ccccc2Cl)CC1)N/N=C/c1cccs1	1	0.5	8	-4	0	-2	-5	0.3	i	-2
Cc1ccc(C(=O)Nc2nc(-c3ccccc3)c(-c3ccccc3)o2)cc1	0	2.1	-7	3	-4	6	2	3.4	i	-14
CCCN(CCC)S(=O)(=O)c1ccc(NC(=O)c2cc(C(=O)OC)cc([N+](=O)[O-])c2)cc1	6	0.2	-7	4	-4	-7	-17	4.3	i	-7
COCCNC(=S)N1CCN(c2nc(-c3ccc(Cl)cc3)cs2)CC1	-1	0.8	-10	2	-8	-3	-14	0.5	i	-124
O=C1CSC(c2ccccn2)N1c1ccccc1 (stereo not drawn)	-1	-0.2	-6	1	0	-2	-1	-0.9	i	12
Cc1cccc(NC(=O)CSc2nc3c(c(=O)[nH]2)CCCC3)c1C	-3	1.3	-5	2	2	5	2	-2.3	i	-11
Cc1ccc(C(=O)N(CC(=O)NC2CCCC2)c2ccccc2Cl)s1	3	0.1	-10	3	3	-3	4	-0.6	i	4
CC1=CC(c2ccc(Cl)cc2)n2nc(NC(=O)CCCC(=O)O)nc2N1 (stereo not drawn)	1	0.0	6	5	1	-9	1	-2.0	i	4
COc1cccc(/C=C/c2nc3c(cnn3-c3ccccc3)c(=O)[nH]2)c1	0	-1.0	3	0	2	-1	-1	-1.9	i	-9
CC[C@@]1(C(=O)OC)N[C@H](CN(C)C(=O)Nc2ccccc2)[C@@H]2C(=O)N(Cc3ccccc3)C(=O)[C@@H]21	0	0.7	-8	3	1	-3	2	0.1	i	-1
S=C(NCCCN1CCOCC1)Nc1ccc(Cl)c(Cl)c1	8	0.5	-8	-4	-1	-8	-1	-7.3	i	13
CC1CC(=O)c2cc(-c3ccccc3)oc2C1 (stereo not drawn)	-1	0.0	·	14	2	-2	7	-0.4	i	-3
COc1ccc(C2CC(=O)c3cnn(-c4nc(C)cc(C)n4)c3C2)cc1OC (stereo not drawn)	-1	-0.6	-7	5	-4	6	3	-0.5	i	-6
Nc1cc(Cl)ccc1N1CCCCC1	2	-0.1	-6	5	-1	0	0	-0.5	i	-6
O=c1oc2ccccc2cc1-c1csc(NN=C2CCCCC2)n1	-1	0.0	-1	-4	-8	22	-11	1.5	i	-17
O=C(CSc1nc(-c2ccccc2)cc(=O)[nH]1)NCc1ccc2c(c1)OCO2	-14	-1.3	6	-1	2	-6	3	0.0	i	3
COc1ccc(C2NC(=O)NC(C)=C2C(=O)OCC2CCCCC2)cc1OC (stereo not drawn)	2	-0.2	-14	-4	-1	-4	8	-1.0	i	3
COc1ccc(N2CC(C(=O)NCCc3ccc(OC)c(OC)c3)CC2=O)cc1 (stereo not drawn)	-3	-0.8	0	-1	3	2	1	-0.8	i	3
Cc1ccc(OCc2nnc(SCC(=O)NC3CCCCC3)n2C)cc1	-3	-1.0	-2	-5	0	-1	-3	0.0	i	10
CCOC(=O)C1=CCC(c2ccco2)N(S(=O)(=O)c2ccc(C)cc2)C1 (stereo not drawn)	1	-0.9	·	-5	0	-8	6	-0.1	i	-1
COc1ccc(OC)c(S(=O)(=O)N2CCC(C(=O)N3CCN(c4ccc(F)cc4)CC3)CC2)c1	0	-0.1	-10	-1	0	6	0	-0.2	i	1
Cc1n[nH]c(=O)nc1N/N=C/c1cccs1	2	-3.4	-10	-8	4	1	-11	-3.0	i	4
C=CCSc1nc2c(c(=O)[nH]1)C(C(C)C)C(C#N)=C(N)O2 (stereo not drawn)	2	-0.6	-12	-5	-1	3	11	0.5	i	8
Cc1cc2c(SCC(=O)NCC3CCCO3)ncnc2s1 (stereo not drawn)	-2	-0.8	-3	4	2	-5	1	0.0	i	-30
Clc1ccc(-c2nnc(-c3ccccc3)o2)cn1	-1	-0.8	-15	0	0	-5	4	-2.0	i	-2
CCCc1nc(NCc2ccco2)c(C#N)c2c1COC(C)(C)C2	-1	-0.4	0	2	5	11	-3	-1.1	i	0
Cc1c(Cl)cccc1NC(=O)Cn1nnc(C(=O)NCc2cccs2)c1N	-2	-0.4	-5	12	19	3	-1	-0.2	i	3
CSc1nnnn1-c1ccc(C)c(Cl)c1	-3	0.0	-4	2	3	-1	3	-2.4	i	-5
CN1OC[C@@H]2CN(C(=O)Cc3ccccc3)[C@H](c3ccccc3Br)C[C@@H]21	1	-2.8	·	0	-2	2	-17	-1.4	i	-5
O=C(CCCc1nc2ccccc2s1)N1CCN(c2ccccc2F)CC1	-1	-0.6	-9	1	0	0	1	0.6	i	-5
CCCNS(=O)(=O)c1ccc(OCC(=O)NCc2ccco2)cc1	0	-0.7	1	3	6	-3	-2	-1.2	i	5

Bioassay records (PubChem)
